Assay outcomes: PubChem BioAssay, several laboratories
Tn6 DDE FP = inhibitors of Tn6 peptide binding to fibrin DD(E), primary screen, biochemical, fluorescence polarization, human fibrin, Tn6 probe; Fibrin DD(E) TRITC-Tn6 fluorescence polarization displacement; inhibition, % at 8.3 µM; 0.21% of 370,000 active; AID 720509, 2013;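 active means inhibition above a per-campaign cutoff: mean of compounds within control limits plus 3 SD, cut at about 15% in these data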;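 further: 0% = median of all compound wells on the plate and 100% = blocking peptide control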
Target sequence (P02675 whole entry, looked up): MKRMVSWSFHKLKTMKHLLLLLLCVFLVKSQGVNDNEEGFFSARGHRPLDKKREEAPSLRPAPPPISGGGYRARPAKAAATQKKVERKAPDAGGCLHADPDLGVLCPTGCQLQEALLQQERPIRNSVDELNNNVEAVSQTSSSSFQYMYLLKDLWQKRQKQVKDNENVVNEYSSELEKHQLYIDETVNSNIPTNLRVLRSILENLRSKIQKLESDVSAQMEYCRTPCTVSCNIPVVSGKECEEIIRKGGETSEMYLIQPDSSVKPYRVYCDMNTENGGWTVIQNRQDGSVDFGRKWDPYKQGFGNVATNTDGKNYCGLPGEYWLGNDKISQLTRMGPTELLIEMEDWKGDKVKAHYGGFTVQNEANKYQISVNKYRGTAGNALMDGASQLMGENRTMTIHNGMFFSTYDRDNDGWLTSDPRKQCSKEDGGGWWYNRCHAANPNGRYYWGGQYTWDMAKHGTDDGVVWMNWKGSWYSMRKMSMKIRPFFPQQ
Tn7 DDE FP = inhibitors of Tn7 peptide binding to fibrin DD(E), primary screen, biochemical, fluorescence polarization, human fibrin, Tn7 probe; Fibrinogen beta chain (Homo sapiens), P02675; FP displacement of FITC-Tn7 peptide from fibrin DD(E); 0% = median of compound wells per plate; inhibition, % at 8.3 µM; 0.13% of 370,000 active; AID 720508, 2013;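 active means inhibition above the mean of compounds falling within the control limits plus 3 SD of them, cut at about 14% in these data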;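 further: 0% = plate median of compound wells and 100% = 10 µM Aha-Tn7 peptide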
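Measure: % inhibition scaled between sample-field median and high-control FP; Test system: human fibrin DD(E); Quantity: 2 µM final DD(E) protein; Doses: one dose, 8.3 µM nominal; Schedule: compound with protein 10 min, then 3 h after probe, room temperature; Detection: fluorescence polarization; Medium: Tris buffer with calcium and detergent, pH 7.8.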
sPLA2-III inh = human group III sPLA2 inhibitors, primary screen, biochemical, QFRET, BODIPY PC-A2 liposome substrate | Group 3 secretory phospholipase A2 (Homo sapiens), Q9NZ20 | 0.56% of 370,000 active | AID 743126, 2013 | inhibition, % at 12.2 µM | QFRET BODIPY PC-A2 liposome hydrolysis, fluorescence;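 active means inhibition above mean plus 3 SD of compounds lying within the high and low control bounds, cut at about 19% in these data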;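 further: 0% = median of test compound wells and 100% = no enzyme DMSO wells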
ARFGAP1 inhibitor = inhibitors of rat ARFGAP1 GAP activity, primary screen, biochemical, fluorescence polarization, GDP tracer; ADP-ribosylation factor GTPase-activating protein 1 (Rattus norvegicus), Q62848; inhibition, % at 16.5 µM; 0.26% of 360,000 active; AID 651572, 2012; Arfgap1-stimulated ARF1 GTP hydrolysis, GDP FP detection;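 active means inhibition above a per-plate limit, mean inhibition of low control wells plus 3 SD, cut at about 25% in these data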;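 further: 0% = DMSO wells with enzyme and 100% = wells lacking Arfgap1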
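Replicates: Single well per compound | Assay system: Truncated rat Arfgap1 GAP domain | Control set: No-Arfgap1 wells (100%) versus DMSO full-reaction wells (0%) | Times: Enzyme reaction 120 min at 25 °C after 20 min preincubation | Reagent: Human ARF1(Δ1-17)-GTP substrate | Measured by: Tracer-displacement fluorescence polarization with EDTA stop, 620/688 nm | Measure: Percent inhibition of Arfgap1-stimulated GTP hydrolysis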
UHRF1 MBD2 ctr = UHRF1 methylated DNA binding inhibitors, primary screen, counter-screen for MBD2 inhibitor project, biochemical, TR-FRET, human UHRF1, single concentration; E3 ubiquitin-protein ligase UHRF1 (Homo sapiens), Q96T88; UHRF1 binding to methylated oligo; inhibition, % at 4.4 µM; 0.75% of 370,000 active; AID 687016, 2013; in the data active means inhibition above about 21%;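 further: UHRF1 SRA domain binding a hemimethylated CpG hairpin DNA probe; 0% = median of test compound wells and 100% = reference inhibitor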
ASAP1 inh = inhibitors of human ASAP1 ArfGAP activity, primary screen, biochemical, fluorescence polarization | Arf-GAP with SH3 domain, ANK repeat and PH domain-containing protein 1 (Homo sapiens), … | ASAP1-stimulated ARF1 GTP hydrolysis, GDP FP detection | inhibition, % at 16.5 µM | 0.19% of 360,000 active | AID 624377, 2012; in the data active means inhibition above about 25%;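 further: 0% = vehicle with enzyme and substrate and 100% = no enzyme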
NR1D1 modulator = modulators of Rev-erb alpha DNA binding, primary screen, biochemical, FITC-DNA, fluorescence polarization, uHTS. Nuclear receptor subfamily 1 group D member 1 (Homo sapiens), P20393. Rev-erbα–FITC-DNA binding, 90 min. activity, % at 10 µM. 0.79% of 370,000 active. AID 1259318, 2017;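 active means activity above about 14%, limit read from the data; passing the limit was not always enough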;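 further: 0% = DMSO wells with 35 nM protein and 100% = DMSO wells with 750 nM protein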
Target sequence (P20393 whole entry, looked up): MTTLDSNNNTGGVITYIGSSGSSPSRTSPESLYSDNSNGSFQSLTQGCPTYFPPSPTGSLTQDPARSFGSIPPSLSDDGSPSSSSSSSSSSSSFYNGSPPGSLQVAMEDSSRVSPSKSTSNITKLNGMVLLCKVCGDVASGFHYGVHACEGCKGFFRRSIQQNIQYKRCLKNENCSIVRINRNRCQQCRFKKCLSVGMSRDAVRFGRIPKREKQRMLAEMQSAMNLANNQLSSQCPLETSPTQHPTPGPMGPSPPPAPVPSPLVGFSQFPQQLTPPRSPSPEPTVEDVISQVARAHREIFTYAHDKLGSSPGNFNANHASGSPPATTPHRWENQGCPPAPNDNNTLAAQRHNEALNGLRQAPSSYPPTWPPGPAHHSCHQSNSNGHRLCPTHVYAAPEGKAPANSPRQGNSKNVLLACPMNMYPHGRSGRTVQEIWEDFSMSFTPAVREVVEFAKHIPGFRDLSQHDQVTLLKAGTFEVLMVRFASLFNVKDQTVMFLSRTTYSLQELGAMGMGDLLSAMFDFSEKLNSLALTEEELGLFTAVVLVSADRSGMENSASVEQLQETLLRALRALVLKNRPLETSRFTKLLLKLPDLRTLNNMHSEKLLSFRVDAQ
proKLK7 act = proKLK7 zymogen activators, primary screen, biochemical, fluorescence intensity; purified proKLK7, EDANS-DABCYL substrate fluorescence; 100% is mature enzyme control, 0% vehicle; 0.9% of 370,000 active; activation, % at 7 µM; Kallikrein-7 (Homo sapiens), P49862;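 active means activation above the mean of all tested compounds plus 3 SD, computed per campaign excluding outliers beyond control limits, cut at about 13% in these data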
PLCg1 inh = PLC-gamma1 enzyme inhibitors, primary screen, biochemical, fluorescence, purified enzyme | 1-phosphatidylinositol 4,5-bisphosphate phosphodiesterase gamma-1 (Homo sapiens), P19174 | fluorogenic substrate | inhibition, % at 12.2 µM | 0.84% of 370,000 active | AID 720700, 2013; in the data active means inhibition above about 9.5%
PLC-beta3 inh = human PLC-beta3 inhibitors, primary screen, biochemical, fluorescence | AID 720704, 2013 | inhibition, % at 12.2 µM | Purified PLC-beta3, fluorogenic substrate | 0.18% of 370,000 active; in the data active means inhibition above about 11%;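 further: 0% = median of compound wells on plate and 100% = full blocker control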
Starred values were filed as active, the others as inactive; i = inactive; nt = not tested or not shown. Outcome played no part in choosing rows; 4.5% or so of the library scored in one or more.

SMILES	Tn6 DDE FP	Tn7 DDE FP	sPLA2-III inh	ARFGAP1 inhibitor	UHRF1 MBD2 ctr	ASAP1 inh	NR1D1 modulator	proKLK7 act	PLCg1 inh	PLC-beta3 inh
CC(C)C1=C2OC(N)=C(C#N)C(C#N)=C2C(C)CC1 (centres undefined)	-8	1	-8	-1	-5	7	-7	-4.5	-120	-180
COc1ccc(NS(=O)(=O)c2ccc(Br)s2)cc1OC	-1	0	-5	2	5	-3	-1	0.1	2	2
Cc1[nH]n(-c2ccccc2)c(=O)c1N=Nc1cccc(Cl)c1	7	2	4	11	-1	16	6	0.5	3	-2
Cc1ccc2nc(N(CCN(C)C)C(=O)/C=C/c3cccs3)sc2c1	11	1	-18	3	-5	6	-2	-313	-6	-6
COCCCN1C(=O)C(CC(=O)NCCCN(C)C)CC(C(=O)N2CCCCCC2)=C1C (centres undefined)	0	-3	-1	10	-2	0	-2	0.6	1	6
Cc1cc(Oc2ccc([N+](=O)[O-])cc2)nc(N2CCOCC2)n1	1	3	7	0	1	12	2	-0.2	12*	7
CC(=O)c1c(C)[nH]c(C(=O)N2CCN(c3ncccn3)CC2)c1C	-2	6	9	-2	3	4	3	0.3	-3	-1
Cc1ccc(SCC(=O)Nc2nnc(-c3ccco3)o2)cc1	0	4	-5	8	0	-2	-1	0.7	-4	-8
COC(=O)c1ccc2nc(NC(=O)C(C)C)sc2c1	-1	-2	-4	8	1	-8	-5	0.2	-3	-2
CC(C)Oc1ccc(S(=O)(=O)N2CCCCC2)cc1NC(=O)C1CCC1	0	3	7	-5	-1	4	6	0.4	-1	0
O=C(Nc1ccon1)c1ccc(Cl)s1	1	-4	4	1	2	-2	-3	0.6	-2	3
CCN1CCN(CC(=O)Nc2ccc(N(C)C)cc2)CC1	-3	-2	1	4	-2	7	5	-0.2	6	0
CC(C)(C)OC(=O)C[C@@H]1C/C=C\C[C@@H](CC(=O)N(CCO)Cc2ccccc2)C(=O)N2CCC[C@@H]2COC1=O	-1	-3	-1	-2	-2	3	-2	12	0	1
CCCCn1c(-c2ccc(Cl)c(Cl)c2)nc2cc3[nH]c(=O)c(C(C)C)nc3cc21	-8	-3	1	2	-3	10	6	-2.5	-121	-176
COc1ccc(-c2nnc(N(C)C(=O)c3ccno3)s2)cc1	2	-3	2	-3	-2	5	-4	0.3	-1	-5
Cc1cc2[nH]ncc2cc1NC(N)=S	-1	-10	9	-9	1	9	5	-0.1	7	3
O=C(NCC(c1ccco1)N1CCCC1)c1cccc(NS(=O)(=O)c2ccccc2)c1 (centres undefined)	3	1	-10	2	-3	5	6	0.8	-2	-4
CC1=C(C(=O)N(C(C)C)C(C)C)CC(CC(=O)NCCCCc2ccccc2)C(=O)N1Cc1ccc(F)cc1 (centres undefined)	3	9	-8	-11	-2	6	3	-0.2	0	0
COCCn1c(-c2ccccc2)csc1=Nc1cccnc1	-6	-4	-1	3	0	-1	1	0.0	1	1
CCOC(=O)CNC(=O)CSc1nnc(-c2ccco2)n1Cc1ccco1	-2	-1	1	-1	0	9	3	0.0	0	0
Nc1nnc(SCC(=O)c2ccco2)s1	-2	-7	-6	6	2	-9	11	-0.3	7	3
COc1ccc(Cl)cc1NC(=O)CC(C)=O	-2	-9	-18	6	-1	-4	1	0.1	1	-2
O=C(NCc1ccc(Cl)cc1)C(=O)NCC1OCCN1C(=O)c1ccc(Cl)cc1 (centres undefined)	-4	-5	-6	-1	2	-3	0	0.3	2	-5
CC(=O)c1cccc(-c2ccnc3c2CC(C(=O)Nc2cccc(OC(F)(F)F)c2)O3)c1 (centres undefined)	-2	-3	-4	-6	1	14	7	-0.3	-1	3
O=C(N/N=C/c1ccccc1)c1ccc(-c2ccccc2)cc1	5	-2	-2	17	-2	3	-3	0.0	-7	-13
CCN(c1ccc(NC(=O)COC(=O)CCc2cc(OC)c(OC)c(OC)c2)cc1)C(C)C	12	1	2	6	5	-5	4	-0.4	-5	-2
CC1=CC(C)(C)NC(=S)N1c1cccc2ccccc12	5	11	20*	12	-3	-6	-4	-0.4	-1	1
COC(=O)N1C(=O)[C@@](Cc2ccccc2)(c2ccccc2)N1C(=O)OC	0	2	6	-2	-1	1	2	0.1	1	0
Cc1ccc(-c2cc(=O)c3cc(C)ccc3[nH]2)cc1	5	-6	1	0	-2	9	4	-0.7	-4	-11
COc1ccc(S(N)(=O)=O)cc1C(=O)NC1CCCc2ccccc21 (centres undefined)	-6	-2	-7	-5	-3	-7	-4	-0.3	3	-4
CC(=O)c1ccc(S(=O)(=O)Nc2ccc(S(=O)(=O)N3CCCCC3)cc2)cc1	2	9	-21	5	-2	1	-7	0.2	1	-6
O=C1NC[C@@H](CCCCN2C[C@H](Cc3ccc(O)cc3)N(CCc3ccc(O)cc3)C(=O)C2=O)N(CC2CCCCC2)C1=O	-9	-7	-15	6	-1	-9	-11	0.4	2	1
C#Cc1ccc(CN2CCN(CCc3ccccc3)C(CCO)C2)cc1 (centres undefined)	-5	-3	-4	-4	1	17	10	0.7	0	-4
Cc1c(C(=O)Nc2ccccc2)sc2nc(-c3ccccc3)cn12	0	-8	-21	2	-2	-1	1	-0.4	0	-2
O=C(Nc1ccc(Cl)cc1)N(Cc1nc2ccccc2c(=O)[nH]1)Cc1cccs1	2	-7	-11	-1	-3	9	1	0.6	3	2
Cn1c(OCc2cccnc2)nc2c1c(=O)n(Cc1ccc(F)cc1)c(=O)n2C	4	-1	2	2	1	-2	-3	0.0	0	-5
COc1cccc(CN(C)CC(=O)N2CCN(S(=O)(=O)c3ccccc3)CC2)c1	-7	1	-8	6	-2	-6	-8	-0.6	0	0
Cn1c2ccccc2c2c(C(=O)N3CCN(c4ccc(F)cc4)CC3)cn(C3CCCC3)c(=O)c21	-14	-8	-3	5	1	0	2	-0.3	-5	-10
Cc1ccc(CNS(=O)(=O)c2ccccc2[N+](=O)[O-])cc1	-2	1	-6	-10	-1	1	4	0.5	1	-4
COc1cccc(-c2nn(-c3ccccc3)cc2CN2CCCO2)c1	-4	0	-6	-9	-2	1	-2	0.1	-3	-1
CCCCNC(=O)C1(C)CCN1C(=O)c1cc(C)n(C(C)(C)C)n1 (centres undefined)	-1	6	7	-2	12	8	-4	-0.2	3	-7
COc1ccccc1C(=O)NC(=S)Nc1cccnc1Cl	6	1	8	2	-2	4	-7	-0.5	-4	-9
COc1cccc(CNS(=O)(=O)c2cc(CN3C(=O)c4cccnc4C3=O)ccc2OC)c1	-2	-2	5	-11	3	-4	-6	-0.3	3	-6
COc1cc(/C=C/C(=O)OCC(=O)Nc2c(C)n(C)n(-c3ccccc3)c2=O)ccc1OCC#N	0	-5	3	-3	2	-1	-1	-0.2	-21	-23
COc1cccc(-c2cc(C(F)(F)F)n3nc(N)nc3n2)c1	5	-2	6	-4	-4	1	-5	0.7	-146	-166
CC1CCN(c2nc3c(c(=O)[nH]c(=O)n3C)n2CCCc2ccccc2)CC1	0	0	6	-10	1	-2	2	0.4	1	2
NC(=O)CS(=O)(=O)c1ccc(Cl)cc1	-1	-9	-1	7	10	2	-4	0.3	-3	3
COc1ccccc1N1CCN(C(=O)C2CCCCN2S(=O)(=O)c2ccc(C)cc2)CC1 (centres undefined)	-1	2	1	8	2	-2	1	0.1	-1	-9
COC(=O)c1cccc2c1-c1ccccc1/C2=N\NC(N)=O	3	-2	-11	-11	-2	12	2	0.9	-4	-18
Cc1nnc(C)n1/N=C/c1cccc([N+](=O)[O-])c1	-1	-1	5	-9	2	10	-2	0.1	-2	0

The list goes on.
SMILES	Tn6 DDE FP	Tn7 DDE FP	sPLA2-III inh	ARFGAP1 inhibitor	UHRF1 MBD2 ctr	ASAP1 inh	NR1D1 modulator	proKLK7 act	PLCg1 inh	PLC-beta3 inh
COc1cc2c(cc1OC)C(C(=O)Nc1ccc3c(c1)OCCO3)C1c3ccccc3CCN1C2=O (centres undefined)	9	10	-8	-7	3	0	-1	-1.1	0	1
O=C(Nc1nc(-c2ccc(Cl)cc2)cs1)C1=COCCO1	1	0	4	0	-4	11	0	0.4	-12	-12
CC(C)Nc1nc2n(c(=O)n1)CCN2C(C)C	-4	-5	2	5	-2	21	-2	1.1	4	1
Cn1c(=O)c2cc(NC(=O)NCCc3ccccc3)ccc2n1Cc1cccc(C(F)(F)F)c1	-4	-2	2	12	0	-2	-4	-22	-376	i
COc1cc(C2C(C#N)=C(N)Oc3cc(C)n(CCc4ccccc4)c(=O)c32)cc2c1OCO2 (centres undefined)	10	0	-5	-10	0	-7	-1	0.5	-2	-4
COc1ccccc1-c1nnc(SC(C(=O)c2c[nH]c3ccccc23)c2ccccc2)n1C (centres undefined)	-4	0	-46	8	3	13	-4	0.8	2	0
COc1ccc(-n2c(SCC(=O)Nc3sc4c(c3C#N)CCCC4)nnc2-c2ccccc2OC)cc1	-5	-1	-23	-10	-3	2	-3	-0.6	-1	2
CCN(Cc1ccncc1)C(=O)c1cccc(S(=O)(=O)N2CCCCC2)c1	-6	2	3	2	-1	17	0	-0.9	0	-4
CCn1cc(C(=O)N2CCN(Cc3ccc(C)cc3)CC2)c(=O)c2ccc(C)nc21	-5	0	-1	nt	-1	nt	-4	0.0	-6	-8
CCCc1cc(=O)[nH]c(SCC(=O)CSc2nc(CCC)cc(=O)[nH]2)n1	2	0	0	3	-2	-6	-7	0.1	-1	-2
CC(C)C[C@H]1COc2cc(Br)ccc2S(=O)(=O)N1Cc1ccc(Cl)cc1	-6	3	1	4	0	-2	-6	-0.4	1	3
CC(=O)N1c2ccccc2C(=O)C1N(C)c1ccc(C)cc1 (centres undefined)	1	6	-4	1	-3	7	-3	-7.7	-46	-62
